POLB inh: inhibitors of human DNA polymerase beta | P06746 | Pol beta primer extension/strand displacement, fluorescence kinetic | Potency, µM (highest dose often 114 µM), inactives show top-dose activity change, negative = inhibition, actives largely listed as inhibitors | hit rate 1.3% among 340,000; note: potency is the fitted concentration of half-maximal effect; % is set by controls: 0 for no effect and ±100 for the full control effect
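Preincubation: enzyme (10 nM) with compound, 15 min, RT. Reaction: substrate added to 50 nM final. Reads: 0 and 10 min. Analysis: normalized, Hill fit.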
POLK inh: inhibitors of human DNA polymerase kappa; Q9UBT6; purified Pol kappa, fluorescent DNA synthesis assay, 10 min; Potency, µM (series often up to 107 µM), for the others: at the top dose activity, negative = inhibition, hits mostly inhibitors; hit rate 0.53% among 400,000; AID 588579; note: potency is the fitted concentration of half-maximal effect; % is set by controls: 0 for no effect and ±100 for the full control effect
Target sequence (Q9UBT6 whole entry, looked up): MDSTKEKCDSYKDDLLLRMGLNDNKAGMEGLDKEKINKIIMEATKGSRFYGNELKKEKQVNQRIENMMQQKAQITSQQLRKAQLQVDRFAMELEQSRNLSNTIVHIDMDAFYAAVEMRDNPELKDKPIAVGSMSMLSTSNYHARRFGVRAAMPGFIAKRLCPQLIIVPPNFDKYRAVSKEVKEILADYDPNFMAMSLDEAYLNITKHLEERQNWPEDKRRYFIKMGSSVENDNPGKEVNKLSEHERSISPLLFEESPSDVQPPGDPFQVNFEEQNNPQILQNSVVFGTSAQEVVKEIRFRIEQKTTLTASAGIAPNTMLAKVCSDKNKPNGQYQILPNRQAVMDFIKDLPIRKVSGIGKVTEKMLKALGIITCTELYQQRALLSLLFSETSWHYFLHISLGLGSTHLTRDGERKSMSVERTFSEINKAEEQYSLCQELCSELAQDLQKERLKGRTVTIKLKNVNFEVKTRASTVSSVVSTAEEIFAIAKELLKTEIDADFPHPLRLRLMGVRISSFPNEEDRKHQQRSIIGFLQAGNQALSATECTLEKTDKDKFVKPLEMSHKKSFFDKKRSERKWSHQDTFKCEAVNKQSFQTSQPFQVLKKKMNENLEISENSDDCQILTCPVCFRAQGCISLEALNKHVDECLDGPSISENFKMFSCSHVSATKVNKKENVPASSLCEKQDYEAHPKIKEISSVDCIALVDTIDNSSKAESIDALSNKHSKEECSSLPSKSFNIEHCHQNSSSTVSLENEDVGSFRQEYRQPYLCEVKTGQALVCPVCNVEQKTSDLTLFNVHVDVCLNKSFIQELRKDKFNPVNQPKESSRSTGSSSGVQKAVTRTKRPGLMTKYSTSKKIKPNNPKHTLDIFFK
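Inhibition of 10 nM Pol kappa is measured by a fluorescent read-out at 0 and 10 min following addition of 50 nM substrate (final), with a 15-min room-temperature compound preincubation.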
ERG-DNA inh: inhibitors of human ERG Ets domain-DNA interaction. P11308. fluorescence polarization, His-ERG Ets domain / labelled DNA. Potency, µM (series often up to 76.9 µM), without a hit: at the highest dose FP activity, negative = inhibition, hits mostly inhibitors. hit rate 0.028% among 370,000. AID 624246; active = well fitted inhibition curve with a large enough effect in the polarisation, with a control signal flat; inconclusive = small, poorly fitted or top-dose-only effect, or effect the other way, or a change in a side signal; inactive = no such curve, though single readings can be large or run the other way; the % refers to the polarisation;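 note: polarization taken with two DNA probes labelled with fluorescein and Texas red; potency is the fitted concentration of half-maximal effect; % of control where 0% means no effect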
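His-tagged ERG Ets domain (1 uM in the protein solution; 300mM KCl, 50mM Tris-HCl, 1mM EDTA, 1mM DTT, pH 7.5) received compound, then a probe mix of 5 nM fluorescein-DNA and 100nM Texas-615-DNA. Fluorescence polarization was read for both dyes.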
Pol iota inh: DNA polymerase iota (human) inhibition; Q9UNA4; Pol iota fluorescent replication assay, 10 min; Potency, µM (doses to about 115 µM), for the others: at the top dose activity, negative = inhibition, actives largely listed as inhibitors; hit rate 1% among 390,000; AID 588590; note: potency is the fitted concentration of half-maximal effect
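Fluorescent replication assay read twice, at 0 min and 10 min after adding 50 nM (final) substrate. Enzyme (10 nM) and compounds were first incubated 15 min at room temperature; enzyme-free buffer wells were negative controls.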
TRHR ag: activates the human TRH receptor. P34981. TRHR cells, calcium flux fluo-8, FDSS agonist mode. activation, % at 2 µM. hit rate 0.18% among 360,000. AID 493084; in the data active = activation above about 30%; note: 0% is about no effect
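Steps: seed TRHR cells overnight; add fluo-8 no-wash Ca dye, RT 30 min–1.5 h; record 10 s baseline; pin-transfer compounds; monitor fluorescence 1 cycle/s for the agonist window. Calcium increases flag candidate agonists.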
APE1 inh: inhibitors of human APE1 endonuclease; P27695; recombinant APE1, TAMRA/BHQ-2 abasic DNA cleavage fluorescence; Potency, µM (doses to about 65.8 µM), inactives show top-dose activity change, negative = inhibition, hits mostly inhibitors; hit rate 0.35% among 350,000; AID 2517;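 note: potency is the fitted concentration of half-maximal effect; plate controls were vehicle for no effect and reference inhibitor for full effect; nearly all actives have a fitted effect of over 55% in size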
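Kinetic fluorescence read (525 ex/598 em nm, three reads 60 s apart) of AP-site incision; signal = third minus first read. Enzyme 0.75 nM, dual-labelled THF duplex 50 nM, compound preincubation 15 min RT.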
ALOX12 inh: ALOX12 (human) lipoxygenase inhibition | hit rate 1.1% among 580,000 | purified 12hLO, xylenol orange hydroperoxide absorbance | Potency, µM (top dose mostly 108 µM), for the others: at the highest dose activity change, negative = inhibition, actives largely listed as inhibitors; note: potency is the fitted concentration of half-maximal effect; % is set by controls: 0 for no effect and ±100 for the full control effect
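Hydroperoxide product was detected by ferrous iron/xylenol orange as the 573 to 405 nm absorbance ratio. Arachidonic acid at 40 uM (final) was turned over for 30 min at room temperature by 150 nM human 12hLO, pH 7.0 Hepes buffer, after 15 min compound preincubation.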
Apoferritin bind: candidate novel general anesthetic via apoferritin binding; hit rate 0.074% among 350,000; AID 485281; P02791; Potency, µM (doses to about 77.5 µM), for inactives: at the highest dose activity change, negative = displacement, most hits filed as inhibitors; apoferritin/1-aminoanthracene competitive binding, fluorescence; note: potency is the fitted concentration of half-maximal effect; % is set by controls: 0 for no effect and ±100 for the full control effect; nearly all actives have a fitted effect of over 20% in size
Target sequence (P02791 2-175 limits assumed): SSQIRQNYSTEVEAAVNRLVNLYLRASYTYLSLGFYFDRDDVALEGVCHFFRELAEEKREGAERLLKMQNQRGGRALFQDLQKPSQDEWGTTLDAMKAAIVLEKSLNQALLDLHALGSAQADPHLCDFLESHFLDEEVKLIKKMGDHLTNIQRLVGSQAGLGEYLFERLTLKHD
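Apoferritin-based anesthetic binding model; compound displacement of fluorescent 1-AMA measured as endpoint fluorescence after 10 minutes at room temperature, scaled to free-ligand and complex controls.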
BLM inh: blocks DNA unwinding by human BLM helicase. P54132. recombinant BLM DNA unwinding, fluorescence dequenching. Potency, µM (highest dose often 56.1 µM), for the others: top-dose activity change, negative = inhibition, usual class: inhibitors. hit rate 0.2% among 350,000;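 note: potency is the fitted concentration of half-maximal effect; plate controls were vehicle for no effect and no enzyme for full effect; nearly all actives have a fitted effect of over 35% in size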
* marks the source's active call; other numbers are inactive results; ? = inconclusive; . = not tested or not shown; & = joins results of further samples; [ ] = dose if it differs, or a comment. Unless noted, calls come from the whole dose curve; as a rule, active = well fitted curve in the direction sought with a large enough effect; inconclusive = small, poorly fitted or top-dose-only effect, or another doubt; inactive = no such curve, though single readings can be large; an effect the other way counts as inactive or inconclusive.

SMILES	POLB inh	POLK inh	ERG-DNA inh	Pol iota inh	TRHR ag	APE1 inh	ALOX12 inh	Apoferritin bind	BLM inh
COc1ccccc1NC(=O)COc1ccc2ccccc2c1	-9%	-9%	10%	23%	-0.4	0%	-19%	-13%	-14%
CCOC(=O)C(C)Sc1nnc2ccc3ccccc3n12 (stereo not drawn)	8%	3%	4%	16%	0.1	.	-3%	-1%	-2%
COc1ccc(S(=O)(=O)N2CCCC(C(=O)NCc3cccnc3)C2)cc1 (stereo not drawn)	1%	-1%	14%	26%	0.1	54%[activator]	?	-3%	-2%
Cc1nnc(SCc2nnc(-c3cccs3)o2)s1	23%	-14%	-14%	143%[activator]	0.2	-3%	2%	-2%	-3%
O=C(Nc1cccc(-c2nc3ccccc3s2)c1)c1ccc2c(c1)OCO2	1%	-4%	.	?	1.8	2%	10%[57.4 µM]	-21%	-3%
CCOCCCNC(=S)Nc1cc(C)cc(C)c1	38%	-4%	0%	28%	0.0	6%	-21%	-13%	0%
Cc1cc2cc(C)c(NCCNC(=O)c3ccccc3F)nc2cc1C	0%	-10%	0%	46%[activator]	-0.8	-5%	2%	-16%	-8%
COc1ccc(OC)c(NC(=O)CSc2nnnn2C)c1	?	11%	20%	21%	-0.2	-4%	-1%	-6%	-2%
CN1CCN(C(=O)CNC(=O)C23CC4CC(CC(C4)C2)C3)CC1	.	0%	-3%	24%	.	-3%	20%	.	.
NC(=S)N/N=C/c1ccc2c(c1)OCCO2	-1%	-9%	-5%	158%[activator]	-2.1	5%	?	-9%	-3%
O=C(NNc1ccccc1F)C1CCC1	?	-6%	2%	135%[activator]	0.5	0%	48%	-2%	-2%
COc1ccc(OC)c(-c2cc(C3CCN(c4ncccc4[N+](=O)[O-])CC3)[nH]n2)c1	-4%	-3%	4%	-4%	-1.1	-1%	0%	?	4%
COc1ccc(C(NC(=O)c2ccco2)c2ccc(OC)c(OC)c2)cc1 (stereo not drawn)	1%	-10%	-7%	-3%	0.8	5%	0%	-1%	1%
O=C(O)c1cc(S(=O)(=O)N2CCCCCC2)c(Cl)cc1Cl	11%	0%	.	-18%	0.0	0%	?	-8%	-2%
Fc1ccc(C2=CC(c3ccco3)n3nnnc3N2)cc1 (stereo not drawn)	-21%	1%	16%	31%[activator]	-0.9	-1%	-9%	8%	-3%
CCC1(c2ccc(Cl)cc2)NC(=O)N(CC(=O)NC2CCCCCC2)C1=O (stereo not drawn)	.	-1%	-9%	11%	-0.4	14%	-30%	.	.
CN1CCN(CC#CCn2c3ccccc3c3ccccc32)CC1	?	4%	-2%	11%	2.8	-4%	-24%	-3%	0%
CC(=O)N1Cc2ccccc2CC1C(=O)N1CCN(c2ccccc2)CC1 (stereo not drawn)	1%	-5%	-18%	26%	0.7	11%	1%	-2%	-5%
Oc1ccc(/C=N/NC(=S)Nc2cccnc2)cc1	3%	1%	-8%	-14%	0.1	2%	-15%	-6%	-4%
COC(=O)c1ccccc1NC(=O)NCCc1ccccc1OC	-11%	-3%	-7%	0%	-0.5	9%	-3%	-12%	-1%
Cc1cc(-c2nn(C)c(=O)c3ccccc23)cc(C)c1O	32%	2%	-3%	?	-0.3	20%	0%	7%	-3%
C=CCn1c(SCC(=O)NC2CCCCC2)nnc1C1CCCCC1	-2%	-22%	-2%	11%	-0.5	1%	0%	-9%	-2%
O=C(NCc1ccco1)[C@@H]1CCCN1C(=O)c1cccs1	15%	-3%	-5%	-24%[58.9 µM]	0.7	-5%	0%	0%	0%
Cc1cc(C)c2[nH]c(=O)c(CN(Cc3cccs3)C(=S)NCc3ccco3)cc2c1	19%	-3%	-4%	-2%	0.1	0%	?	4%	-5%
O=C(Nc1ccc(N2CCOCC2)cc1)c1cc(-c2ccncc2)nc2ccccc12	2%	12%	-3%	-16%	0.3	-9%	?	-17%	0%
Additional compounds follow:
SMILES	POLB inh	POLK inh	ERG-DNA inh	Pol iota inh	TRHR ag	APE1 inh	ALOX12 inh	Apoferritin bind	BLM inh
Cc1nn(CC#N)c(=O)n1-c1ccccc1	30%	0%	-2%	-8%	-0.6	1%	0%	-5%	1%
CCOC(=O)c1c(N)sc2c1CCCC2	11%	-5%	0%	8%	-0.1	4%	13%	?	-5%
O=C(O)CCC(=O)OCCN(Cc1ccc(Oc2ccc([N+](=O)[O-])cc2)cc1)C(=O)C(Cl)Cl	.	-4%	-4%	2%	.	.	-12%	.	.
CCCC(=Nc1ccccc1)C1=C(O)C(C(=O)OC)C(C)(C)CC1=O (stereo not drawn)	19%	-2%	.	-5%	0.7	5%	-30%	-4%	0%
Cc1ccc(C(=O)Nc2c(-c3ccccc3)nc3ccccn23)cc1	-11%	-3%	-21%	-4%	-0.3	.	0%	-9%	1%
CCc1nc2nc(C)c(NS(=O)(=O)c3ccc(C4CCCCC4)cc3)c(=O)n2[nH]1	-23%	-13%	11%	-19%	-1.2	10%	-7%	0%	1%
CSc1ccccc1NC(=O)CN(C)C(=O)C1CCN(C(=O)Nc2ccccc2)CC1	.	5%	-4%	13%	-0.4	1%	7%	.	.
COc1ccc(C(=O)N2CCOC2CNC(=O)C(=O)NCc2ccc3c(c2)OCO3)cc1 (stereo not drawn)	-7%	-2%	10%	93%[activator]	-0.3	-6%	30%[activator]	-16%	-8%
NNc1nc2ccc(F)cc2s1	8%	7%	9%	21%	-0.3	-6%	6.3µM*	-11%	-5%
Cc1cccc(C(=O)NC2CCN(C(=S)NCc3ccco3)CC2)c1	27%	-7%	.	-19%	.	-1%	-3%[57.4 µM]	-9%	-1%
C#C[C@]1(O)CC[C@H]2[C@@H]3CCc4cc(O)ccc4[C@H]3CC[C@@]21C	18%	0%	-11%	1%	0.4	9%&-4%&-7%	-5%	-11%&-3%	-7%&4%
O=C(Nc1cccc2ncccc12)c1ccc(OCc2ccccc2)cc1	2%	8%	16%	-2%	0.3	0%	-2%	-9%	-5%
CC1CN(CC(=O)Nc2nc3ccccc3s2)CC(C)O1 (stereo not drawn)	-2%	-5%	-6%	116%[activator]	0.9	13%	20%	-17%	-1%
CC(C)COc1ccc(C(=O)Nc2ccc([N+](=O)[O-])cc2)cc1	8%	-4%	?	115%[activator]	0.9	-5%	.	-3%	-1%
CCCOc1ccc(/C=C/C(=O)NC2CCCCC2)cc1OC	1%	-2%	-6%	101%[activator]	-0.5	20%	6%	2%	-1%
Cc1cc(C)cc(C(=O)N(c2ccccn2)C(C)c2ccco2)c1 (stereo not drawn)	18%	-13%	-4%	7%	-1.9	-4%	-2%	-8%	-2%
CCN(CC)S(=O)(=O)c1ccc(C(=O)NC(=S)N(CCO)Cc2ccccc2)cc1	33%	-19%	2%	-10%	-1.1	0%	?	-5%	-9%
COC(=O)COc1ccc(Cl)cc1C1Nc2ccccc2C(=O)N1c1ccc(OC)cc1 (stereo not drawn)	11%	-8%	.	-18%	0.2	-10%	-12%	69%[activator]	-9%
O=C(O)c1cn(Cc2ccccc2Cl)c2ccc(S(=O)(=O)N3CCOCC3)cc2c1=O	-11%	6%	-1%	2%	-0.3	0%	-26%	-9%	-8%
CCCCNc1nc2c(c(=O)n(C)c(=O)n2C)n1CCC	31%	-6%	12%	22%	-0.7	?	6%	5%	1%
CCc1ccccc1NC(=O)c1ccc(Cn2cc([N+](=O)[O-])cn2)cc1	9%	-8%	8%	81%[activator]	2.3	4%	-4%	-10%	4%
CC(CCc1ccco1)NC(=O)Nc1cccc(F)c1 (stereo not drawn)	-28%	-7%	0%	7%	0.7	-3%	-40%	?	-2%
N#CCCn1c(=O)c(-c2ccc(Cl)cc2)nc2cnc(N3CCNCC3)nc21	.	-4%[60.1 µM]	.	.	.	1%	?	.	-5%
Cc1cc(OCC(=O)NC2CC(C)(C)NC(C)(C)C2)c2c(C)cc(=O)oc2c1	16%	13%	-3%	31%[activator]	2.1	9%	58%[activator]	-4%	-4%
COc1c(C)cc(C(=O)C2CCCN(C(=O)c3csc(C)n3)C2)cc1C (stereo not drawn)	15%	4%	-3%	4%	0.0	34%	14%	-11%	-1%
COC(=O)CC1C(=O)NCCN1C(=O)c1ccc2oc(C(C)C)nc2c1 (stereo not drawn)	-9%	0%	-3%	?	0.1	-5%	0%	-9%	0%
O=C(OCc1nnc(-c2cccs2)o1)c1cccnc1Cl	.	-1%	11%	-6%	-0.3	2%	22%	.	.
CC(C)CC(=O)Nc1c(C(=O)N2CCN(c3ccccc3F)CC2)oc2ccccc12	-9%	1%	11%	12%	-0.3	.	-7%	6%	-6%
CCN(CCO)C(=O)CC1C(=O)NCCN1Cc1c(F)cccc1Cl (stereo not drawn)	-1%	-7%	8%	38%[activator]	0.7	14%	-15%	-5%	0%

Copied from the list.
For TRHR ag, Cc1ccc(C(=O)Nc2c(-c3ccccc3)nc3ccccn23)cc1 has the entry -0.3
For APE1 inh, O=C(OCc1nnc(-c2cccs2)o1)c1cccnc1Cl has the entry 2%
For POLK inh, O=C(O)CCC(=O)OCCN(Cc1ccc(Oc2ccc([N+](=O)[O-])cc2)cc1)C(=O)C(Cl)Cl has the entry -4%
For TRHR ag, NNc1nc2ccc(F)cc2s1 has the entry -0.3
For POLB inh, CCN(CC)S(=O)(=O)c1ccc(C(=O)NC(=S)N(CCO)Cc2ccccc2)cc1 has the entry 33%

Retrieved one by one from above, two records:
SMILES	POLB inh	POLK inh	ERG-DNA inh	Pol iota inh	TRHR ag	APE1 inh	ALOX12 inh	Apoferritin bind	BLM inh
NNc1nc2ccc(F)cc2s1	8%	7%	9%	21%	-0.3	-6%	6.3µM*	-11%	-5%
N#CCCn1c(=O)c(-c2ccc(Cl)cc2)nc2cnc(N3CCNCC3)nc21	.	-4%[60.1 µM]	.	.	.	1%	?	.	-5%

Assay outcomes: PubChem BioAssay, National Center for Advancing Translational Sciences (NCATS)

These rows are one share of the data; the hit share may differ from the screen's.
